Source: PubChem
AmpC inh det – inhibitors of E. coli AmpC beta-lactamase with detergent; P00811; purified AmpC, nitrocefin hydrolysis with detergent; Potency, µM (highest dose often 28.7 µM), for the others: at the top dose activity change, negative = inhibition; hit rate 0.09% among 71,000; AID 584; active = well fitted curve in the direction sought with a large enough effect
Target sequence (P00811 whole entry, looked up): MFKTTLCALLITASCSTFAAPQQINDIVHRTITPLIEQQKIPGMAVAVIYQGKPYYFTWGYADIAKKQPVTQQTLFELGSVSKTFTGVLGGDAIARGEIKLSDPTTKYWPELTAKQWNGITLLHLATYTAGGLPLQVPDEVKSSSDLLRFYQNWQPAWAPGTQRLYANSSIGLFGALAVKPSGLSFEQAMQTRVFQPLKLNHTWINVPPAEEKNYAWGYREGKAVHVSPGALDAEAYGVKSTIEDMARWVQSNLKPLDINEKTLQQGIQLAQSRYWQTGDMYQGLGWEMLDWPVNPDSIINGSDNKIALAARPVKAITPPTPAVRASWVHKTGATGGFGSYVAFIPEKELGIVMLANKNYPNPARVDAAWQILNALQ
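E. coli AmpC (5.3 nM) in 20 mM phosphate pH 7.0 with 0.01% Triton X-100, preincubated 15 min RT with compound; nitrocefin (2 uL of 800 uM stock) hydrolysis followed by 480 nm absorbance every 20 s over 4 min.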
* hit, by the source's call; & = joins results of further samples; [ ] = remark or other dose. % is set by controls: 0 for no effect and ±100 for the full control effect; potency is the fitted concentration of half-maximal effect. The list is partial (hit frequency here may not be typical).

SMILES	AmpC inh det
CN(C)S(=O)(=O)Nc1ccc2c(c1)OCO2	-4%
O=C1CC(=O)N(Cc2cccs2)C(=O)N1	-7%
Cc1cc(=O)cc(C)n1-c1ccc2c(c1)nc(C)n2-c1ccccc1	5%
COc1cc(C(=O)NC2CC3CCCC(C2)N3C2CC2)cc(OC)c1OC (centres undefined)	-3%
CN(C)C(=O)c1ccc(-c2cc(NCc3cccnc3)ncn2)cc1	9%
Cn1c(COc2ccc(Cl)cc2)nnc1SCc1ncc(-c2ccccc2)o1	-1%
CCCCOc1ccc(C(C)(O)CCN2CCOCC2)cc1 (centres undefined)	-2%
CCOC(=O)c1cnc2ccc(Cl)cc2c1N1CCN(C)CC1	-6%
Cc1nc2c3ccccc3n(CC#N)c(=O)n2n1	11%
COc1ccc(Br)cc1C(=O)Nc1ccc(N2CCN(S(C)(=O)=O)CC2)cc1	-3%
CN(C)Cc1ccccc1-c1ccc2ncnc(NC3CC3)c2c1	8%
CCCCCCNS(=O)(=O)c1nc2nc(C)cc(C)n2n1	13%
CCOc1ccccc1NC(=O)CSc1nnnn1-c1ccc(C(=O)OC)cc1	0%
Cc1sc(NC(=O)c2cccs2)c(C(N)=O)c1C	4%
O=C(c1cc(-c2ccco2)on1)N1CCN(c2ccccc2)CC1	6%
CCCCn1c(C)c(C(=O)O)c2cc(OC)ccc21	-2%
Cc1oc(C(C)(C)C)c(CN2CCCC2)c1C(=O)O	12%
COc1ccccc1-c1nn2c(-c3ccccc3Cl)nnc2s1	-3%
COC(=O)CN1C(=O)N(c2ccccc2)C(N(O)C(=O)Nc2ccccc2)C1(C)C (centres undefined)	2%
CC(C)CCNC(=O)C(C)N(C(=O)Cn1nnc(-c2ccc(F)cc2)n1)C1CCCC1 (centres undefined)	8%
Cc1nc(CCNC(=O)c2cccs2)cs1	-7%
C=CCOC(=O)C(C#N)c1nc2ccccc2nc1N1CCN(c2ccccc2OC)CC1 (centres undefined)	-3%
O=C(Nc1ccc(N2CCOCC2)c(Cl)c1)c1ncn[nH]1	7%
COc1ccc(C(O)P(=O)(OC2CCCCC2)c2ccc(N(C)C)cc2)cc1OC (centres undefined)	-5%
Cc1nn(C(C)(C)C)c(OC(=O)c2ccc3c(c2)OCO3)c1S(=O)(=O)c1ccccc1	-4%

Not a retest: an excerpt of the list.
SMILES	AmpC inh det
CCOC(=O)c1cnc2ccc(Cl)cc2c1N1CCN(C)CC1	-6%
Cc1nc2c3ccccc3n(CC#N)c(=O)n2n1	11%

The main list resumes; the 2 compounds before the break are reprinted first.
SMILES	AmpC inh det
COc1ccc(C(O)P(=O)(OC2CCCCC2)c2ccc(N(C)C)cc2)cc1OC (centres undefined)	-5%
Cc1nn(C(C)(C)C)c(OC(=O)c2ccc3c(c2)OCO3)c1S(=O)(=O)c1ccccc1	-4%
COc1ccc(CNC(=O)C2CCN(S(=O)(=O)c3cc(OC)ccc3OC)CC2)cc1	-2%
Cc1ccc(C(=O)NCC(=O)O)cc1S(=O)(=O)N1CCCCC1	13%
CCc1nnc(NC(=O)CSc2nc3c(c(=O)n2-c2ccccc2OC)SCC3)s1	8%
O=C(O)CCSCC(=O)Nc1c(C(=O)C2CC2)oc2ccccc12	0%
O=C(NC1CCCc2ccccc21)C1CCN(S(=O)(=O)c2cnc[nH]2)CC1 (centres undefined)	0%
COc1ncc2nc(C)c(=O)n(C3CC3)c2n1	0%
CN(C)c1ncc2nc(-c3cccs3)c(=O)n(C[C@H]3CCCO3)c2n1	0%
COc1ccccc1CN1CCN(C(=O)Cc2ccccc2)CC1	-1%
COc1cc(N)c(Cl)cc1C(=O)NC1CCN(Cc2ccccc2)CC1	-3%[12.8 µM]
O=C(CCC(=O)c1cccs1)OCC(=O)c1ccc(Cl)s1	-6%
c1ccc2c3nnc4n(c-3nc2c1)CCCS4	1%
Cc1cc(C)n2nc(C(=O)OCC(=O)Nc3ccc4c(c3)OCO4)nc2n1	-3%
O=C(Nc1nccs1)C1CCCN1S(=O)(=O)c1ccc(F)cc1 (centres undefined)	-3%
Cn1ccnc1Sc1nc(Nc2cccc(Cl)c2)nc(N2CCOCC2)n1	4%
CCCCC12CNCC(C)(CNC1)C2=O	-5%
COc1ccc(NC(=O)CSc2nnc(-c3ccncc3)n2CC2CCCO2)c(OC)c1 (centres undefined)	2%
COc1ccc(OC)c(NC(=O)c2ccc(CN3CCOCC3)cc2)c1	7%
C[C@@H](CNC1CCCCC1)OC(=O)c1ccccc1	-2%[12.8 µM]
Cc1ccc(S(=O)(=O)N2CCC(C(=O)Nc3nnc(COc4ccccc4)s3)CC2)cc1	2%
CCOC(=O)c1sc(NC(=O)C2CCCO2)c(C(=O)OC)c1C (centres undefined)	-3%
CCCCCOC(=O)CSc1nc2c(c(=O)[nH]c(=O)n2C)n1Cc1ccc(Cl)cc1	12%
CN(C)c1ccc(C(=O)Nc2nc3c(s2)CCCC3)cc1	-2%
c1ccoc1	8%
CCN1CCN(C(=O)N[C@H](C(=O)N[C@@H]2C(=O)N3C(C(=O)O)=C(CSc4nnnn4C)CS[C@@H]23)c2ccc(O)cc2)C(=O)C1=O	-4%[12.8 µM]
Cc1nnc2n1N=CC=C(c1ccccc1)S2	2%

Molecules from the list above that have a furan ring, fused or not:
SMILES	AmpC inh det
O=C(c1cc(-c2ccco2)on1)N1CCN(c2ccccc2)CC1	6%
Cc1oc(C(C)(C)C)c(CN2CCCC2)c1C(=O)O	12%
O=C(O)CCSCC(=O)Nc1c(C(=O)C2CC2)oc2ccccc12	0%
c1ccoc1	8%

Other entries
SMILES	AmpC inh det
O=C(CC1SC(=Nc2ccccc2)N(CCCCO)C1=O)NCc1ccccc1 (centres undefined)	-1%
CC[C@H](NC(=O)c1c(C)c(-c2ccccc2)nc2ccccc12)c1ccccc1	-1%&-3%
COc1ccccc1N1CCN(C(=O)c2nn(-c3ccccc3OC)c(=O)c3ccccc23)CC1	-3%
CCn1c(SCc2nc3ccccc3s2)nnc1-c1cccs1	1%
CN1C(=O)CC(N2CCC(c3nc4ccccc4s3)CC2)C1=O (centres undefined)	-4%
CCC(=O)O[C@@H]1[C@H](C)O[C@H](O[C@H]2[C@@H](N(C)C)[C@H](O)[C@@H](O[C@@H]3[C@@H](CC=O)C[C@@H](C)[C@@H](O)/C=C\C=C/C[C@@H](C)OC(=O)C[C@@H](OC(=O)CC)[C@H]3OC)O[C@H]2C)C[C@]1(C)O	0%[12.8 µM]
Cn1c(=O)oc2cc(S(=O)(=O)N3CCOCC3)ccc21	-3%
C=CCn1c(Sc2nnc(C)s2)nc2c1c(=O)[nH]c(=O)n2C	0%
O=C(O)C1CC(c2ccccc2F)=NO1 (centres undefined)	-3%
COc1ccccc1-c1nnc2n1N=C(C(C)(C)C)CS2	3%
CCNc1ncc2ncc(=O)n(Cc3ccc(F)cc3)c2n1	-1%
CC(=Nc1ccc(O)cc1)c1sc2ccccc2c1O	0%
c1ccc2c(c1)OCC(CNc1ncnc3nc[nH]c13)O2 (centres undefined)	13%
COC(=O)[C@H](CCSC)NC(=O)Nc1ccc(C(C)C)cc1	-5%
Cc1ccccc1-c1cncnc1NC1CCNCC1	10%
CCOc1ccc(NC(=O)CSc2nc3cccnc3n2CCOC)cc1	-2%
Cn1c(SCC(=O)NCc2ccc3c(c2)OCO3)nnc1-c1cccs1	-5%
COC(=O)c1ccc(Cl)c(NC(=O)CN2CCOCC2)c1	0%
O=C(CSc1nnc(CNC(=O)c2cccs2)o1)c1ccc(Cl)cc1	-6%
CN1CC(=O)NC1=NC(=O)C12CC3CC(CC(C3)C1)C2	3%
Cc1cc(C)cc(NC(=O)Cn2ncn3c(cc4ccccc43)c2=O)c1	-2%
COc1ccc(Nc2cc(C)nc3ncnn23)c(OC)c1	4%
Cc1ccc(O)c(-c2cc3ccccc3[nH]2)c1	2%
CCCCc1c(O)c2ccccc2[nH]c1=O	13%
CC(=O)Nc1ccc(NS(=O)(=O)c2cc(C)sc2C)cc1	14%

Grouped by structure: the compounds so far containing a tert-butyl group.
SMILES	AmpC inh det
Cc1oc(C(C)(C)C)c(CN2CCCC2)c1C(=O)O	12%
Cc1nn(C(C)(C)C)c(OC(=O)c2ccc3c(c2)OCO3)c1S(=O)(=O)c1ccccc1	-4%
COc1ccccc1-c1nnc2n1N=C(C(C)(C)C)CS2	3%

Remaining list, next part:
SMILES	AmpC inh det
Cc1cccc(-c2nc3ccccc3c3nncn23)c1	3%
O=C(CSc1nnnn1Cc1ccccc1)N1CCN(c2ccccc2)CC1	-2%
CCOC(=O)CNC(=O)Cn1cnc2sc(C)c(S(=O)(=O)N3CCC(C)CC3)c2c1=O	-6%
COc1ccc(-c2[nH]ncc2-c2ccc3c(c2)OCCO3)c(O)c1	-3%
O=c1[nH]c2cc(C(F)(F)F)ccc2n1-c1cc(C(F)(F)F)ccc1O	-3%
COc1ccccc1N(CC(=O)NCc1ccccn1)S(C)(=O)=O	6%
CCCOc1ccc2oc(=O)c3c(c2c1)CCCN3C(=O)CN(C)Cc1ccccc1	-3%
Cc1nnc(SCC(=O)NC(C)c2ccccc2)[nH]c1=O (centres undefined)	0%
COc1ccc(CCNC(=O)Cc2nn(C)c(=O)c3ccccc23)cc1OC	-3%
O=C(CN1CCCCCC1)Nc1ccc(F)c(F)c1F	-5%
CCSc1nc(-c2cccs2)nc2c1c(=O)n(C)c(=O)n2C	7%
O=C(CSc1nc2ccccc2[nH]1)c1cccs1	5%
CCn1c(SCC(=O)Nc2ccc(C(=O)OC)cc2)nnc1-c1cccs1	17%
CCOc1cc(C)c(C(C)C)cc1S(=O)(=O)NCc1ccccn1	-2%
CCOC(=O)Nc1ccc(OC)cc1S(=O)(=O)N1CCCCC1	-6%
O=C(NCC1CCCO1)C(C(=O)c1ccccc1)n1cc(Cl)ccc1=O (centres undefined)	8%
COc1ccccc1NC(=O)N(Cc1ccc2c(c1)OCO2)Cc1nc2ccccc2c(=O)[nH]1	-4%
CC(C)c1ccc(N2CC(C(=O)Nc3nccs3)CC2=O)cc1 (centres undefined)	-3%
O=C(CCCn1c(=O)c2ccccc2n(CC(=O)NCc2ccco2)c1=O)NCc1ccco1	10%
CC(=O)N1CCN(S(=O)(=O)c2ccc(C)cc2)C1c1ccc(N(C)C)cc1 (centres undefined)	7%
Cn1c(N2CCN(C(=O)Nc3ccc(C(F)(F)F)cc3)CC2)nc2ccccc21	2%
Cc1ccccc1CS(=O)(=O)CCC(=O)NCCCN1CCN(c2ccccc2F)CC1	-3%
CCOC(=O)c1c(NC(=O)OC)sc(C(=O)N(C)C)c1C	-1%
O=C1C(C=NCCCn2ccnc2)=C(O)c2ccccc21	0%
COC(=O)c1[nH]c2ccc(C)cc2c1NC(=O)Nc1ccccc1OC	-7%

Following part.
SMILES	AmpC inh det
Cn1c(Cn2nnc3ccccc32)nnc1SCC(=O)N1c2ccccc2CCc2ccccc21	-5%
Cc1cccc(NC(=O)C2CCCN2S(=O)(=O)c2cccc3cccnc23)c1 (centres undefined)	9%
Cn1c(NC(=O)c2ccc(C(C)(C)C)cc2)cc(=O)n(C)c1=O	11%
O=C1N(S(=O)(=O)c2ccccc2F)C(=O)C2(CCCC2)N1S(=O)(=O)c1ccccc1F	-10%
COC(=O)c1c(C(=O)OC)c2ccncn2c1Cl	0%
O=S(=O)(Cc1ccccc1)N1CCc2ccccc2C1	8%
Cc1ccc2[nH]c(=O)c(C(c3nnnn3CCc3ccccc3)N3CCOCC3)cc2c1 (centres undefined)	-1%
O=C(CSc1nnc(CNC(=O)c2ccco2)o1)NC1CCCC1	-4%
COC(=O)CC(=O)CSc1nc2c(cc1C#N)CCCCC2	0%
Cn1cccc1C(=O)N1CCC2(CCCN(c3ccncc3)C2)CC1	1%
CCN(CC)C(=O)CSc1nnc(-c2cccs2)n1Cc1ccco1	-4%
Cc1nc(N2CCN(c3ccccc3)CC2)[nH]c(=O)c1Cc1cccc2ccccc12	9%
C1=C(C(c2nnnn2C2CCCCC2)N2CCCCC2)COc2ccccc21 (centres undefined)	-7%
CC(C)(C)c1cc(/C=C(\C#N)C(N)=S)cc(C(C)(C)C)c1O	-1%
Cc1ccc(C(=O)Nc2nnc(-c3cccs3)s2)cc1C	-1%
O=C(c1ccco1)c1cn(CC(=O)N2CCCc3ccccc32)c2ccccc12	-7%
Cc1ccccc1-n1ncc2c(SCC(=O)NCc3cccs3)ncnc21	10%
O=C(COc1ccc(S(=O)(=O)NC2CCCCC2)cc1Cl)NCc1cccnc1	-5%
CCNc1ncc2nc(-c3cc(F)cc(F)c3)c(=O)n(-c3ccc(OC)cc3)c2n1	-1%
Cc1ccc(S(=O)(=O)N2CCN(Cc3cc(C(C)C)ccc3O)CC2)cc1	0%
Fc1ccccc1N1CCN(C(c2ccncc2)c2nnnn2C2CCCC2)CC1 (centres undefined)	0%
Cc1ccnc(SCC(=O)N2CCC(C(N)=O)CC2)n1	-3%
COCCNC(=O)CN(C)S(=O)(=O)c1ccc(Br)cc1	3%
CCOC(=O)c1ccc(S(=O)(=O)Nc2cc(C(C)(C)C)no2)cc1	-5%
CN1CCN(C(=O)c2cnn3c(C(F)(F)F)cc(-c4ccc5c(c4)OCO5)nc23)CC1	8%

(next part)
SMILES	AmpC inh det
CCOC(=O)N1CCC(NC(=O)C2CCCN(S(=O)(=O)c3cccnc3)C2)CC1 (centres undefined)	12%
Nc1nc(Nc2ccccc2)nc2c1ncn2[C@@H]1O[C@@H](CO)[C@H](O)[C@H]1O	-1%
O=C(CN1C(=O)COCC1=O)N1CCOCC1	6%
COc1cc(C(=O)OCCN2CCOCC2)ccc1O	-1%
CC1CCN(C(=O)CCc2nc3cc(S(=O)(=O)N(C)C)ccc3n2C)CC1	14%
O=C(CSc1cn(CCNC(=O)c2cccs2)c2ccccc12)NCC1CCCO1 (centres undefined)	9%
COc1ccc(-c2noc(CN(C(=O)c3c(-c4ccccc4Cl)noc3C)C(C)C)n2)cc1	-7%
